# Assay outcomes from PubChem.
# PL synth Enamine: blocks phospholipid synthesis in CHO cells, Enamine compounds; AID 1347385; calls only at 10 µM; actives 0.4% (n = 20,000); ZR-82 CHO cells, pyrene fatty acid UV survival, CellTiter Blue; peroxisome-deficient CHO-K1 mutant line; plus DGAT-1, DGAT-2 and ACAT inhibitors;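 active = cell survival signal 2 SD away from solvent-only control wells, confirmed on one or two retests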;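 note: 3 h compound exposure then viability read about one day after UV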
# Calls only; i = inactive.
SMILES,PL synth Enamine
O=c1[nH]c(C(Cl)(Cl)Cl)nc2c1ccc1ccccc12,i
c1ccc(C2C3=C(CCCC3)Nc3nnnn32)cc1 (stereo not given),i
O=[N+]([O-])c1ccc(/C=N/Nc2ccc(Cl)cc2)o1,i
CCOC(=O)c1c(C)[nH]c(C(=O)C(C)N2CCOCC2)c1C (stereo not given),i
O=S(=O)(c1cccs1)N1CCN(Cn2nc(C3COc4ccccc4O3)n(-c3ccccc3)c2=S)CC1 (stereo not given),i
Cn1cccc1C(=O)NC(=O)CSc1nnc2n1CCCCC2,i
O=C(O)c1ccc(Cl)o1,i
CN(C)S(=O)(=O)c1ccc(NS(=O)(=O)c2ccc(F)c(F)c2F)cc1,i
O=C(OCc1nnc(-c2cccs2)o1)c1cc2c(s1)CCCC2,i
FC(F)(F)c1ccc(NCC2CCCO2)nc1 (stereo not given),i
CCn1c(SCC(=O)c2cc(C)n(C3CC3)c2C)nnc1C1CC1,i
Cc1nn(-c2c(Cl)cc(Cl)cc2Cl)c2nc(C(F)(F)F)cc(C(F)(F)F)c12,i
Cc1cc(=O)n2c(n1)OC(CO)C2 (stereo not given),i
CN=c1scc(-c2[nH]c(C)c(C(=O)OC)c2C)n1C,i
COCCCNC(N)=O,i
O=C(Cn1cnc2sc3c(c2c1=O)CCCC3)N1CCCCC1,i
CN(C)C(=S)Nc1ccc2ccccc2c1,i
COc1cc(/C=N/Nc2ncc(C(F)(F)F)cc2Cl)cc(OC)c1OC,i
CCCCN(C(=O)C1CCCC1)c1c(N)n(CCC)c(=O)[nH]c1=O,i
S=c1n(CN2CCOCC2)nc(-c2cccs2)n1CC1CCCO1 (stereo not given),i
S=c1n(CN2CCOCC2)nc(-c2ccncc2)n1-c1ccccc1,i
O=[N+]([O-])c1cc(S(=O)(=O)C(F)(F)F)ccc1NCC1CCCO1 (stereo not given),i
CN(C)CCCNCc1cccs1,i
Cc1nc(SCc2nc3ccccc3o2)c2c(C)c(C)sc2n1,i
O=C(NCCCO)C(=O)NCCCO,i
Cc1cc(C(=O)CN2C(=O)C(=O)N(CCC3=CCCCC3)C2=O)c(C)n1C1CC1,i
Cc1ccc(C)c(C2Nc3ccccc3-c3nc4ccccc4n32)c1 (stereo not given),i
O=C(Cn1cc(C(F)(F)F)cc(Cl)c1=O)NC(=O)NC1CCCCC1,i
O=[N+]([O-])c1cc(S(=O)(=O)N2CCCC2)ccc1O,i
Cc1cc(C)n2nc(SCc3cc(C)on3)nc2n1,i
O=[N+]([O-])c1cc(S(=O)(=O)N2CCCCCC2)ccc1Nc1ccc2c(c1)OCO2,i
CN(C)c1ccc(S(=O)(=O)N2CCCCC2)cc1NC(=S)NC1CCCCC1,i
C(=N\NC1=NCCCCC1)/c1c2ccccc2cc2ccccc12,i
CCC1(C)NC(=O)N(NC(=O)Cn2cnc3c2c(=O)n(C)c(=O)n3C)C1=O (stereo not given),i
Oc1ccc(/C=N/NC2=NCCCCC2)cc1O,i
COc1cc2c(cc1OC)CN(CN1C(=O)NC3(CCN(C)CC3)C1=O)CC2,i
Cc1nc(SCC(=O)N2CCNC2=O)c2c(C)c(C)sc2n1,i
Cc1oc2c(F)c(F)c(F)c(F)c2c1C(=O)O,i
Cc1ccc(-n2c(-c3ccc(Cl)cc3)c[n+]3c2CCCCC3)cc1,i
O=[N+]([O-])c1ccc2[nH]c(O)c(N=NC3CCS(=O)(=O)C3)c2c1 (stereo not given),i
NC(=O)c1c(NC(=O)c2c(Cl)c(Cl)c(Cl)c(Cl)c2Cl)sc2c1CCCC2,i
S=c1[nH]nc(-c2cccnc2)n1C1CC1,i
COc1cc(/C=C2\N=C(c3ccc(C(F)(F)F)cc3)OC2=O)cc(OC)c1,i
Clc1ccc(C2C=C(c3ccc(Br)cc3)Nc3ncnn32)c(Cl)c1 (stereo not given),i
O=C(CSc1nnc(-c2ccco2)o1)NC(=O)NC1CCCCC1,i
CC(C)(C)NC(=O)NC(=O)COC(=O)c1ccc([N+](=O)[O-])o1,i
CCOC(=O)C(=CNc1nnc(C)s1)C(=O)OCC,i
O=C(NN1C(=O)NC2(CCCCC2)C1=O)c1cc2c(s1)CCCCC2,i
Cn1c(N)c(N2CCCCC2)c(=O)[nH]c1=O,i
CSc1nc(-c2ccccc2)[nH]c1S(=O)(=O)c1ccc2ccccc2c1,i
Nc1cc(S(=O)(=O)N2CCCC2)ccc1OCC(F)(F)F,i
O=C(CSc1ncnc2sccc12)c1ccc(CC(=O)N2CCOCC2)s1,i
O=C(Cc1ccsc1)NNC(=O)CC12CC3CC(CC(C3)C1)C2,i
CC(NS(=O)(=O)c1ccc(F)c(F)c1)C12CC3CC(CC(C3)C1)C2 (stereo not given),i
O=[N+]([O-])c1ccc(Nc2ccc(OC(F)(F)F)cc2)c([N+](=O)[O-])c1,i
CC1CCC(NS(=O)(=O)c2ccc(Cl)s2)CC1 (stereo not given),i
COc1ccc(S(=O)(=O)Nc2ccc(Br)cc2)cc1N(C)S(C)(=O)=O,i
Brc1ccccc1-c1nnc(CSc2nnnn2C2CC2)o1,i
S=C(NCc1ccc2c(c1)OCO2)NC1CCSc2ccccc21 (stereo not given),i
CC(C)Cc1nnc(NC(=O)CCn2[nH]c(=O)ccc2=O)s1,i

# Other results
SMILES,PL synth Enamine
CCOC(=O)NNC(=O)c1cc(C)oc1C,i
C/C(=N\Nc1ccnc2cc(Cl)ccc12)c1cc(Cl)ccc1Cl,i
O=[N+]([O-])c1ccc2c(cnn2C(F)F)c1,i
O=C(O)C(=O)Nc1ncn[nH]1,i
COC(=O)C1=C(C)NC(=S)NC1c1ccc(C)s1 (stereo not given),i
C=CCSc1nnc(NC(=O)CC23CC4CC(CC(C4)C2)C3)s1,i
CCOC(=O)c1c(C)oc(N)c1C(=O)OCC,i
Cc1cc(C)nc(-n2nc(C)c3c2NC2=C(C(=O)CC(C)(C)C2)C3c2ccc(C)o2)n1 (stereo not given),i
O=S(=O)(c1ccc(F)cc1)N1CCCN(c2nc(C(F)(F)F)nc3ccccc23)CC1,i
O=S(=O)(NC12CC3CC(CC(C3)C1)C2)c1ccc(F)c(F)c1,i
O=C(NC(=S)NC1CCCC1)c1ccco1,i
COC(=O)C(C)NC(=O)/C=C/c1ccc(Br)o1 (stereo not given),i
O=[N+]([O-])c1cccnc1Nc1ccc2c(c1)CCC2,i
CCCN(C(=O)CSc1nnc(C)n1C1CC1)C1CCS(=O)(=O)C1 (stereo not given),i
O=[N+]([O-])c1ncccc1OCc1cc(Cl)c2c(c1)OCCO2,i
Cc1cnc(C(=O)N(CC(C)C)c2c(N)n(CC(C)C)c(=O)[nH]c2=O)cn1,i
Clc1ccc(-c2cn3cc(Br)ccc3n2)cc1,i
O=S(=O)(c1ccc(Cl)s1)N(Cc1cccs1)c1ccc2c(c1)OCCO2,i
CCCCn1c(N)c(S(=O)(=O)c2ccccc2)c2nc3ccccc3nc21,i
Cc1ccc(N2N=NC3CCC(C4=CCCC4)C32N2CCOCC2)cc1Cl (stereo not given),i
O=S(=O)(NNC1=NCCCCC1)c1ccccc1,i
Cc1ccc2nc(CSc3nnc(C(F)(F)F)n3C)cc(=O)n2c1,i
O=[N+]([O-])c1cc2c(c(CSc3nn(-c4ccc(Cl)cc4)c(=S)s3)c1)OCOC2,i
CC(Sc1nnc(-c2ccc(C(C)(C)C)cc2)o1)c1nnc(-c2ccc([N+](=O)[O-])cc2)o1 (stereo not given),i
COC(=O)c1ccc(CN2C(=O)C3CCCCC3C2=O)o1 (stereo not given),i
O=S(=O)(c1ccccc1F)N1CCNCC1,i
CC(C)C1=C(O)C2(CC2c2ccc(-c3ccccc3)cc2)C(C)CC1 (stereo not given),i
C#CCSc1nc2sc3c(c2c(=O)n1CC=C)CCCC3,i
CC1=C(C)CC(C(=O)O)C(C(=O)O)C1 (stereo not given),i
O=c1c2c3c(sc2nc2c4c5c(sc4ncn12)CCCCC5)CCCCC3,i
C/C(=N\Nc1nc(C)cc(C)n1)c1ccc(Cl)s1,i
O=C(/C=C/NCCN/C=C/C(=O)C(F)(F)F)C(F)(F)F,i
O=C(Nc1ccc2c(c1)OCO2)c1ccc(=O)oc1,i
O=c1cc(CSc2ccc3ccccc3c2)nc2ccc(Br)cn12,i
O=C(Cn1ncc(Cl)c(Cl)c1=O)NC1CCCCC1,i
CC(=O)c1c(C)[nH]c(C(=O)N2CCCC2c2cccs2)c1C (stereo not given),i

# Ordered by length of the SMILES (lowest first): some entries from above
SMILES,PL synth Enamine
O=S(=O)(c1ccccc1F)N1CCNCC1,i
CC1=C(C)CC(C(=O)O)C(C(=O)O)C1 (stereo not given),i
O=C(Nc1ccc2c(c1)OCO2)c1ccc(=O)oc1,i
C#CCSc1nc2sc3c(c2c(=O)n1CC=C)CCCC3,i
O=C(/C=C/NCCN/C=C/C(=O)C(F)(F)F)C(F)(F)F,i
CC(C)C1=C(O)C2(CC2c2ccc(-c3ccccc3)cc2)C(C)CC1 (stereo not given),i

# (continued)
SMILES,PL synth Enamine
C=CCN=c1scc(-c2ccccc2F)n1/N=C/c1cc2c(cc1[N+](=O)[O-])OCO2,i
C/C(Cl)=C\CSc1nc2c(c3c1CCCC3)CCCC2,i
CN1CC(=O)N(CN2CCN(c3c(F)c(F)c(F)c(F)c3F)CC2)C1=O,i
CC1CCC2(CC1)NC(=O)N(NC(=O)CSc1nccn1C)C2=O (stereo not given),i
Nc1cc([N+](=O)[O-])ccc1Nc1ccc(F)cc1,i
O=C(NC1CCCC1)c1cc2c(=O)n3ccccc3nc2s1,i
O=C(COC(=O)C12CC3CC(CC(Br)(C3)C1)C2)N1CCN(C(=O)c2ccco2)CC1,i
COC(=O)c1ccc(CSCc2ccc(C(=O)OC)o2)o1,i
COc1ccc(-c2n[nH]c(=S)o2)cc1,i
Nc1sc(-c2ccccc2)n[n+]1Cc1cccc2cccnc12,i
CN=c1scc(C)n1/N=C/c1ccc(O)c(O)c1,i
COC(=O)c1cc(=O)n2[nH]cnc2n1,i
S=c1[nH]nc(-c2cccc(Br)c2)o1,i
S=c1oc(-c2cc(-c3ccccn3)nc3ccccc23)nn1CN1CCN(c2ncccn2)CC1,i
Cc1cc(S(=O)(=O)NC(C)(C)CC(C)(C)C)ccc1F,i
Cc1ccc(C)n1-n1cnnc1,i
CC1Sc2nnc(-c3ccc(C(C)(C)C)cc3)n2N=C1c1ccc(C(C)(C)C)cc1 (stereo not given),i
Cc1nn(-c2ccccc2)c2c1P(=S)(Nc1ccccc1Cl)/C(=C1/N(C)c3ccccc3C1(C)C)C=N2 (stereo not given),i
CC(N)C12CC3CC(CC(C3)C1)C2 (stereo not given),i
O=C(CN1CSCC1=O)Nc1nn2cnnc2s1,i
Cc1cc(C(=O)CSc2nnc(-c3cc4c(s3)CCC(C)C4)o2)c(C)n1C (stereo not given),i
CC1(C)CC2CC(C)(CN2C(=O)COC(=O)c2ncc(Cl)c(Cl)c2Cl)C1 (stereo not given),i
O=S(=O)(Nc1ccc(OC(F)F)cc1)c1ccc(F)c(F)c1F,i
CC1CCC2(CC1)NC(=O)N(NC(=O)c1cc3c(s1)CCCCC3)C2=O (stereo not given),i
CCCCC(C(N)=O)C(N)=O,i
O=S(=O)(Nc1ccc(O)cc1)c1cc(Br)ccc1Br,i
COc1ccc(OCCN2CCN(C(=N)N)CC2)cc1,i
C=C(C)CN=C1SC(C(=O)Nc2sc3c(c2C(=O)OC)CCC3)C(N)=C1C(N)=O (stereo not given),i
C=CCN1C(=O)/C(=C/c2c(NC3CC(C)(C)NC(C)(C)C3)nc3ccc(C)cn3c2=O)SC1=S,i
O=[N+]([O-])c1cc(Cl)cc(/C=N/n2cnnc2)c1O,i
CN(C)S(=O)(=O)c1cccc(S(=O)(=O)c2cccc(S(=O)(=O)N(C)C)c2)c1,i
O=C(CSc1nc2sc3c(c2c(=O)n1C1CCCC1)CCCC3)NC1CC1,i
COC(=O)c1sc(N)c(C(=O)OC)c1COC(=O)C12CC3CC(CC(O)(C3)C1)C2,i
NC(=O)c1ccsc1NC(=O)Cn1cc(C(F)(F)F)cc(Cl)c1=O,i
c1ccc(C(Sc2nnc(-c3ccc4c(c3)OCO4)o2)c2ccccc2)cc1,i
NC(=O)C1CCN(C(=O)CCc2ccsc2)CC1,i

# Quoted at random: 4 entries already listed, in no set order.
SMILES,PL synth Enamine
O=[N+]([O-])c1cc(Cl)cc(/C=N/n2cnnc2)c1O,i
C=C(C)CN=C1SC(C(=O)Nc2sc3c(c2C(=O)OC)CCC3)C(N)=C1C(N)=O (stereo not given),i
NC(=O)C1CCN(C(=O)CCc2ccsc2)CC1,i
O=S(=O)(Nc1ccc(O)cc1)c1cc(Br)ccc1Br,i

# Part of the list above, tab-delimited.
molecule	PL synth Enamine
O=C(CSc1nc2sc3c(c2c(=O)n1C1CCCC1)CCCC3)NC1CC1	i
COc1ccc(OCCN2CCN(C(=N)N)CC2)cc1	i
CCCCC(C(N)=O)C(N)=O	i
CN(C)S(=O)(=O)c1cccc(S(=O)(=O)c2cccc(S(=O)(=O)N(C)C)c2)c1	i

# Continued:
SMILES,PL synth Enamine
CC(C)(C)c1ccc(-c2nc3cc(C(F)(F)F)ccc3n3ccnc23)cc1,i
CN(CCCNCC1CC2C=CC1C2)c1ccccc1 (stereo not given),i
Clc1snnc1CSc1nnc(C2CC2)n1-c1ccccc1,i
O=c1c2ccccc2nnn1CN1CCC(c2nc3ccccc3o2)CC1,i
c1nc(NC2CCCCCC2)c2c3c(sc2n1)CCCC3,i
CC(=O)c1sc2nc(CSc3nnc4n3CCCCC4)[nH]c(=O)c2c1C,i
Cc1cc(C(=O)CN2C(=O)NC(CCS(C)(=O)=O)C2=O)c(C)n1C1CC1 (stereo not given),i
CCOC(=O)C(N=Nc1sc(C(=O)OCC)c(C)c1C(=O)OCC)=C(C)O,i
C=CCOc1c(Br)cc(CNCC(OC)OC)cc1OC,i

# Filtered by structure: the compounds so far containing a tert-butyl group.
SMILES,PL synth Enamine
CC(C)(C)NC(=O)NC(=O)COC(=O)c1ccc([N+](=O)[O-])o1,i
CC(Sc1nnc(-c2ccc(C(C)(C)C)cc2)o1)c1nnc(-c2ccc([N+](=O)[O-])cc2)o1 (stereo not given),i
Cc1cc(S(=O)(=O)NC(C)(C)CC(C)(C)C)ccc1F,i
CC1Sc2nnc(-c3ccc(C(C)(C)C)cc3)n2N=C1c1ccc(C(C)(C)C)cc1 (stereo not given),i
CC(C)(C)c1ccc(-c2nc3cc(C(F)(F)F)ccc3n3ccnc23)cc1,i

# This is a subset. The share of hits here may be higher or lower than overall.
